High-throughput results (PubChem BioAssay)
PP5 primary: PP5 (human) phosphatase inhibition. purified PP5c, OMFP substrate fluorescence. inhibition, % at 6.7 µM. 320,000 tested, 0.18% active. AID 1987;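 active = inhibition above the campaign's mean inhibition across all tested compounds plus 3 SD, cut at about 9.5% in these data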;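 note: 0% = DMSO only and 100% = 100 µM cantharidin control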
procasp3 activ: procaspase-3 (human) activation; recombinant procaspase-3 D3A, Ac-DEVD-pNA absorbance 405 nm; activation, % at 8.5 µM; 330,000 tested, 0.11% active; AID 463141;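 active = activation above the mean of all tested compounds plus 3 SD, cut at about 21% in these data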;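 note: 0% = DMSO alone and 100% = DMSO wells spiked with extra 5 µM PC-3 D3A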
Target sequence (P42574 whole entry D9A/D28A/D175A): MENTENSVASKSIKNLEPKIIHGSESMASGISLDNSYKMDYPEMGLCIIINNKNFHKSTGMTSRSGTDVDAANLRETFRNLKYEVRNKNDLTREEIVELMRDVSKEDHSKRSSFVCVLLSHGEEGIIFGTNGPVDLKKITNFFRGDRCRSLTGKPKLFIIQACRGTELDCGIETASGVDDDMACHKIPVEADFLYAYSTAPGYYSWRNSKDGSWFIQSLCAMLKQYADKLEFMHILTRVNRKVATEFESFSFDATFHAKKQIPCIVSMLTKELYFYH
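System: Procaspase-3 D3A mutant. Medium: Zinc-free 300 mM NaCl, 50 mM HEPES, 0.01% Triton X-100. Schedule: 1 h preincubation plus 2 h reaction at 25 °C. Measured by: 405 nm absorbance of p-nitroaniline, reads at 0 and 120 min. Read-out: percent activation relative to control range.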
TPT1 inh: inhibitors of Candida albicans tRNA 2'-phosphotransferase TPT1; recombinant caTPT1, FP RNA substrate dephosphorylation; inhibition, % at 5 µM; 300,000 tested, 0.81% active;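 active = inhibition above the mean of all tested compounds plus 3 SD, set per screening campaign, cut at about 24% in these data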;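 note: plate controls were DMSO alone for no effect and ferristatin control at 100 nM for full effect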
Fh CTSL1 inh: counter-screen for PFM18AAP inhibitors: inhibitors of F. hepatica cathepsin L1 | inhibition, % at 5.96 µM | recombinant F. hepatica cathepsin L1, Z-Leu-Arg-MCA fluorescence | 300,000 tested, 0.49% active | AID 1906;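 active = inhibition above the mean of all tested compounds plus 3 SD, set per screening campaign, cut at about 17% in these data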;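 note: 0% = plate median of test compound wells and 100% = 1 µM Z-Phe-Ala-diazomethylketone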
PP1 inh: blocks human PP1-alpha phosphatase, a PP5 counter-screen. 320,000 tested, 0.9% active. purified PP1alpha, OMFP fluorescence. P62136. inhibition, % at 6.7 µM;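 active = inhibition above the mean inhibition of all tested compounds plus 3 SD, computed separately for each screening campaign, cut at about 15% in these data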
AHR act: human AHR activation; AHR-responsive luciferase reporter cells, luminescence; activation, % at 5 µM; 320,000 tested, 2.5% active; AID 2796; in the data active = activation above about 47%;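 note: 0% = vehicle wells and 100% = reference agonist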
Target sequence (P35869 whole entry, looked up): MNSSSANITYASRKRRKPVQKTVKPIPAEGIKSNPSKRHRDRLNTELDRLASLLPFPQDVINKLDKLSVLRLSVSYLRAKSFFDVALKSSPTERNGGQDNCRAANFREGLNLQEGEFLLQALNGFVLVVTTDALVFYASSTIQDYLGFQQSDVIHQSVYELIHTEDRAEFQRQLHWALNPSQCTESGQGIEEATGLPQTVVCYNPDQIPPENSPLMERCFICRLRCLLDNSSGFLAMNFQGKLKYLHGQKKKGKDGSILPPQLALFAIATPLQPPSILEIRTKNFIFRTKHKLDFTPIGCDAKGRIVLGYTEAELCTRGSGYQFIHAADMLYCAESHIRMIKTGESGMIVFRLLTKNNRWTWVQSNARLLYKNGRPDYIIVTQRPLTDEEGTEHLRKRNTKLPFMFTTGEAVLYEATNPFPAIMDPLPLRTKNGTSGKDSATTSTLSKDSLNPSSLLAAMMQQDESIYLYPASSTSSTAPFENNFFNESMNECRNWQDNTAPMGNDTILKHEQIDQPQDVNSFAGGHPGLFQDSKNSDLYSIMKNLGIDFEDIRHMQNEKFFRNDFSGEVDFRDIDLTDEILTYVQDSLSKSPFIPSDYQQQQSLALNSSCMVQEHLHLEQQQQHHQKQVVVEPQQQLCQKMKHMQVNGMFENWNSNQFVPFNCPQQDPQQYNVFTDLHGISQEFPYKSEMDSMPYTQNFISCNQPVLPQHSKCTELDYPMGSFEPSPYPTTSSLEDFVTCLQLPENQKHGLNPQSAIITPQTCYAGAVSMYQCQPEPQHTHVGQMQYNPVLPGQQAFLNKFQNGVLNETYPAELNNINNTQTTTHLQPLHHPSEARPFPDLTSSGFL
procasp7 counter: counter-screen: procaspase-7 (human) activation. recombinant procaspase-7, Ac-DEVD-pNA absorbance 405 nm; D23A/D198A/D206A triple mutant, cannot self-cleave; scale: DMSO 0, 5 µM enzyme 100. 330,000 tested, 0.093% active. P55210. AID 463210. activation, % at 8.5 µM;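 active = percent activation above the screen-wide mean plus 3 SD, cut at about 25% in these data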
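System: Procaspase-7 triple mutant (PC-7 D3A); measure: % activation from two-timepoint absorbance difference, scaled to controls; times: 1 h compound preincubation, 2 h substrate cleavage, 25 °C; also added: Ac-DEVD-pNA substrate, 400 µM as added; measured by: Epi-absorbance of released pNA at 405 nm, two timepoints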
core dimer inh: blocks dimerization of HCV core protein; TR-FRET GST/Flag-core106 dimerization, 1536-well; inhibition, % at 5 µM; 300,000 tested, 0.33% active;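 active = inhibition above the mean of all tested compounds plus 3 SD, set per screening campaign, cut at about 45% in these data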
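System – GST-tagged and Flag-tagged HCV core protein residues 1-106 · Repeats – one well for each compound · Technique – TR-FRET 671 and 617 nm emission · Doses – one concentration, 5 µM, in 0.5% DMSO · Times – 4 h, 22.5 °C incubation · Also added – Eu donor and XL665 acceptor anti-tag antibodies · Measure – percent inhibition of core106 dimerization signal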
PAFAH2 inh: PAFAH2 (human) inhibition. recombinant PAFAH2, FP-rhodamine activity probe, fluorescence polarization. inhibition, % at 3.39 µM. 340,000 tested, 0.99% active. AID 492956;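 active = inhibition above the mean over all tested compounds plus 3 SD, cut at about 30% in these data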;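 note: inhibitors block probe labeling of enzyme so polarization drops; 0% = enzyme with DMSO and 100% = wells lacking PAFAH2 protein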
Numbers without * were called inactive; · = no result given; & = joins results of further samples.

SMILES | PP5 primary | procasp3 activ | TPT1 inh | Fh CTSL1 inh | PP1 inh | AHR act | procasp7 counter | core dimer inh | PAFAH2 inh
CCC(C)NC(=O)c1cc(-c2ccc3c(c2)OCO3)on1 (configuration not stated) | 0.4 | -4.9 | -1.5 | 0.6 | -2.4 | -2.4 | 9.6 | 0.1 | 4.9
CCOc1ccc2oc(C(=O)Nc3nccs3)c(C)c2c1 | · | 9.8 | · | · | · | 107.2* | -1.9 | · | 1.2
CCCCN(CCCC)CCNC(=O)CN1C(=O)COc2ccc(S(=O)(=O)N3CCC(C)CC3)cc21 | 1.1 | 3.8 | 0.8 | 0.6 | -4.2 | 1.6 | 5.1 | 2.5 | 10.5
COC(=O)C1CCN(C(=O)c2ccc(OC)c(S(=O)(=O)N3CCCc4ccccc43)c2)CC1 | · | 6.0 | · | · | · | 12.4 | 10.7 | · | 7.1
COc1cccc(-c2noc(C3CCCN(S(=O)(=O)c4cccc(Cl)c4C)C3)n2)c1 (configuration not stated) | -0.5 | 7.4 | -0.5 | 6.2 | -3.4 | 3.9 | 6.8 | 4.4 | -7.2
COc1ccc(/C=N/n2c(-c3ccccc3)n[nH]c2=S)cc1 | 1.8 | -5.7 | -0.3 | 0.9 | -3.2 | 4.5 | -22.6 | 13.7 | -3.7
O=C1C2C(c3ccccc3)C=CC(c3ccccc3)C2C(=O)N1CCO (configuration not stated) | 9.6 | 0.3 | 1.4 | 6.7 | -0.6 | 0.2 | -10.5 | 1.8 | -8.8
CC(=O)N1c2c(cc(Br)cc2S(=O)(=O)NCc2cccnc2)CC1C (configuration not stated) | 2.6 | -1.3 | 7.0 | 1.2 | -5.3 | 12.3 | 3.8 | 4.7 | -2.2
COc1ccc(NC(=S)NC2CC3CCC2C3)c(OC)c1 (configuration not stated) | 0.7 | -4.8 | -0.3 | 0.1 | -4.8 | 5.3 | -5.3 | 9.0 | -3.2
Cc1c(NC(=O)c2ccc3c(c2)OCO3)cccc1-c1nc2ccccc2o1 | 3.3 | 3.1 | 1.3 | -10.4 | 1.9 | 4.6 | 0.5 | 7.2 | -4.4
Cn1c(N)c(C(=O)COC(=O)c2cc(C(F)(F)F)nc3ccccc23)c(=O)n(C)c1=O | -1.2 | 11.4 | -2.2 | 1.3 | 2.5 | -0.8 | 14.7 | 13.1 | ·
Cc1cc(Cl)cc(Br)c1OCCCN1C(=O)NC(C)(C)C1=O | 0.4 | -4.1 | -1.2 | -3.2 | -2.3 | 0.9 | 1.1 | -0.6 | 6.6
Nc1ccc(N2CCCCC2)c2nonc12 | 11.0* | -4.0 | 3.2 | 79.3* | 16.7* | 4.2 | -11.2 | 3.7 | 3.9
CCOc1ccc(/C(C)=N\NC(=O)Cc2ccccc2)cc1 | 0.6 | 1.5 | -0.3 | 1.0 | 2.2 | 3.8 | 6.1 | 1.3 | 0.0
O=C(NCc1cccc(Cl)c1)C1CCC(=O)N(CC2CCCCC2)C1 (configuration not stated) | -1.8 | -2.2 | -1.9 | 1.6 | 0.6 | 6.6 | 7.4 | -8.8 | 3.0
O=C(COc1ccc(-n2cnnn2)cc1)Nc1ccccc1Cl | -4.6 | 9.2 | 3.2 | -0.1 | -3.9 | -1.8 | 0.8 | 25.8 | -0.5
COc1ccc(-c2nnc3sc(COc4ccccc4)nn23)cc1 | 0.7 | -0.8 | -0.9 | -0.8 | 0.5 | 2.1 | 11.6 | 3.0 | 7.4
CS(=O)(=O)/C(C#N)=C/c1c(-c2ccccc2)nc2n1CCS2 | -0.4 | -12.2 | -1.4 | 1.6 | -0.9 | -2.0 | 2.1 | -1.0 | ·
Cc1cc(=O)[nH]c(SCC(=O)NC2CCCCC2)n1 | 0.6 | -6.9 | -1.3 | 3.0 | -3.9 | 0.3 | 8.8 | -13.4 | 13.0
O=C(/C=C/Nc1ccc(OC(F)(F)F)cc1)C(F)(F)F | 5.9 | 3.4 | 4.9 | 1.1 | 1.2 | 3.3 | -10.2 | -5.0 | 3.0
Cc1ccc(CNC(=O)COC(=O)COc2ccc(C#N)cc2)cc1 | -2.6 | 1.1 | · | · | -3.5 | 1.1 | 3.0 | · | -3.5
CCOC(=O)CNC(=O)c1ccc2c(c1)OCCO2 | 4.0 | -3.0 | -0.1 | -3.9 | 4.0 | 9.4 | -2.7 | -6.8 | 6.0
Cc1ccc(C(=O)Nc2nc(-c3ccc(F)cc3)cs2)o1 | -0.5 | 4.5 | -1.3 | -7.1 | -4.1 | 8.9 | 0.5 | -9.2 | -4.8
O=C(COC(=O)c1ccc(Br)o1)Nc1nc2c(F)c(F)c(F)cc2s1 | -2.0 | -2.4 | 19.1 | -1.0 | 6.4 | 1.0 | 1.8 | 29.9 | -28.3
COc1c(Cl)cnn(-c2ccc(Cl)c(Cl)c2)c1=O | -0.2 | -2.9 | -0.2 | 1.5 | -1.7 | 42.6 | 0.3 | -5.5 | 6.0
COc1ccc(Cl)cc1NC(=S)NCCSc1ccc(C)cc1 | 3.6 | -1.5 | -0.3 | -1.6 | 3.2 | 2.8 | -2.5 | 5.2 | -21.9
O=C(c1cc(Cl)cc(Cl)c1)N1CCC(=O)N(C(COCc2ccccc2)Cc2ccccc2)CC1 (configuration not stated) | 6.0 | 2.8 | 1.1 | -2.5 | 0.7 | -0.3 | -3.9 | 6.8 | 22.2
COc1ccc2nc(C)cc(SCC(=O)Nc3c(C)cc(C)cc3C)c2c1 | -1.7 | 1.1 | 0.6 | 0.5 | 0.0 | -2.7 | -4.4 | 15.2 | -8.8
COc1ccc(NC(=O)C2CCCC2)cc1 | 2.4 | 4.3 | -2.7 | -1.3 | -1.2 | 2.4 | 12.7 | -6.5 | -2.0
Cc1ccc2nc(N3CC(=O)Nc4ccccc43)nc(-c3ccccc3)c2c1 | 2.1 | -5.6 | 13.2 | 2.2 | 1.4 | 18.6 | -5.2 | 3.6 | -9.4
CCOC(=O)c1cc(C#N)c(N2CCCCC2)nc1-c1ccccc1 | 3.2 | 6.9 | -1.8 | 7.5 | 1.5 | 13.2 | 15.1 | 13.8 | 3.1
CC(C)(C)NS(=O)(=O)c1ccc2[nH]c3c(c2c1)CCCCC3 | 4.5 | -0.9 | 0.4 | -1.8 | 0.1 | 12.2 | 8.4 | 0.7 | 7.0
NC(=O)N1c2ccccc2C=Cc2ccccc21 | 1.3&0.4 | 7.8&0.2 | 0.1 | -0.8 | -3.3&-1.0 | 11.8&-0.2 | 8.3&8.3 | -3.2 | 3.0&-1.1
COc1ccc(OC)c(NC(=O)C(=O)c2cn(CC(=O)N3CCCC3)c3ccccc23)c1 | 3.5 | 2.0 | 0.5 | 0.9 | -1.0 | 17.5 | 2.9 | 11.1 | -10.0
Cc1cccc(CSCCNC(=O)c2ccc(CN3CCOCC3)cc2)c1 | -2.6 | -6.3 | -4.2 | 1.4 | 0.3 | 1.1 | 3.1 | -6.8 | 0.7
CCCCn1c(NCc2cccs2)nc2ccccc21 | 0.3 | 3.3 | -3.7 | -4.7 | 3.7 | 1.0 | 5.5 | -5.8 | -0.5
CCN(CC(=O)NCc1cccs1)C(=O)c1ccc(-c2cccc(C(F)(F)F)c2)o1 | 3.4 | 11.7 | -2.2 | 1.1 | -3.3 | 24.7 | -6.3 | 5.2 | 4.3
CC1CCCCN1S(=O)(=O)c1ccc(C(=O)Nc2nnc(-c3ccccn3)o2)cc1 (configuration not stated) | 4.0 | -0.8 | -1.2 | -0.8 | 23.0* | 2.3 | 3.8 | -3.7 | -3.1
O=C(Cc1c[nH]c2ccccc12)NCC(=O)Nc1ccc(F)c(F)c1F | 1.0 | 5.4 | · | · | -1.6 | 26.7 | -12.3 | · | -3.2
CCN1CCc2nc(N)sc2C1 | 1.5 | -11.9 | -1.5 | -2.7 | -5.5 | -3.3 | -25.2 | 3.9 | 8.0

Brought forward from above: two entries; new compounds follow.
SMILES | PP5 primary | procasp3 activ | TPT1 inh | Fh CTSL1 inh | PP1 inh | AHR act | procasp7 counter | core dimer inh | PAFAH2 inh
O=C(Cc1c[nH]c2ccccc12)NCC(=O)Nc1ccc(F)c(F)c1F | 1.0 | 5.4 | · | · | -1.6 | 26.7 | -12.3 | · | -3.2
CCN1CCc2nc(N)sc2C1 | 1.5 | -11.9 | -1.5 | -2.7 | -5.5 | -3.3 | -25.2 | 3.9 | 8.0
CC1CN(C(=O)CSc2nnc(-c3ccncc3)n2-c2ccccc2)CC(C)O1 (configuration not stated) | -1.4 | -1.1 | -3.7 | -1.9 | -2.2 | 2.5 | 0.0 | -0.2 | -3.5
Cc1ccsc1C(=O)OCC(=O)NCCNC(=O)COC(=O)c1sccc1C | -1.3 | 14.1 | -3.9 | -4.7 | -7.4 | 0.6 | 5.5 | 3.4 | 2.3
CC(=O)Oc1ccc2occ(-c3ccccc3)c2c1 | 1.6 | -4.2 | 1.9 | -27.3 | 0.1 | -1.4 | -7.4 | 5.9 | -3.7
O=C(Oc1ccc(Br)cc1C(=S)N1CCCC1)c1ccccc1F | 3.8 | -3.8 | -1.0 | -1.4 | -2.7 | 1.7 | 7.7 | 13.7 | 22.1
Cc1oc2c(CN3CCCC3)c(O)ccc2c(=O)c1-c1ccc(Cl)cc1 | 0.6 | 0.9 | -2.6 | 3.3 | -3.8 | -0.5 | 7.7 | 1.6 | 0.5
C=CCn1c(CSCc2ccc(F)cc2)n[nH]c1=S | 3.1 | -13.9 | 1.6 | -2.3 | -2.8 | -1.8 | -5.9 | -1.1 | 6.4
CCC(C)NS(=O)(=O)c1ccc(OCC(=O)N2CCC(C)CC2)cc1 (configuration not stated) | 0.9 | 2.8 | -1.5 | -3.0 | 0.1 | -0.6 | 2.4 | -4.8 | 9.8
COc1ccc(OCC(=O)Nc2ccc3c(c2)nc(CN2CCN(C(C)=O)CC2)n3C)cc1 | 1.8 | -0.1 | -1.4 | -3.1 | 0.1 | -0.2 | 3.4 | 1.6 | -2.4
CCOC(=O)CCCCNC(=O)Nc1ccccc1 | 1.0 | 2.5 | -1.1 | -2.7 | 2.1 | -1.8 | 5.3 | 1.9 | 2.7
O=C(O)c1cc(S(=O)(=O)Nc2cccc3ccccc23)c(Cl)cc1Cl | -1.2 | -3.6 | -0.4 | -1.2 | 2.8 | 10.7 | 4.4 | -1.2 | 1.5
C#CC[N+]1(CC#Cc2ccccc2)CCCCC1 | 0.8 | 8.0 | 2.2 | 0.1 | -2.4 | 1.1 | -1.5 | 2.0 | -0.9
O=C(CSc1nncn1-c1ccccc1)NC1CCCc2ccccc21 (configuration not stated) | -1.7 | 1.2 | -1.4 | -0.4 | -1.2 | -3.3 | 9.0 | 5.5 | 2.6
Nc1nonc1-n1nnc(C(=O)N/N=C\c2ccncc2)c1CN1CCCCC1 | 2.6 | -0.4 | -2.6 | 0.7 | 0.2 | 4.9 | 2.0 | 9.6 | -2.1
Cc1ccc(S(=O)(=O)N(C)/N=C/c2ccc(C(=O)O)cc2)cc1 | -0.9 | 2.8 | -2.0 | 1.1 | -1.1 | 4.9 | -3.0 | -4.3 | -3.6
Cc1cc(C(=O)CSc2nc(N)cc(=O)[nH]2)c(C)n1CCc1ccc(Cl)cc1 | -0.1 | -1.9 | -3.6 | -2.0 | 5.0 | -2.5 | 8.3 | 37.1 | -4.5
